ST2 inh: blocks human ST2 binding to IL-33; AlphaLISA ST2-Fc/biotin-IL-33 interaction, 1 h; inhibition, % for hits at 17 µM; 78,000 tested, 2.3% active; AID 1259354; in the data active means inhibition above about 30%; inconclusive means mostly about 10% to 28%
Target sequence (Q01638 whole entry, looked up): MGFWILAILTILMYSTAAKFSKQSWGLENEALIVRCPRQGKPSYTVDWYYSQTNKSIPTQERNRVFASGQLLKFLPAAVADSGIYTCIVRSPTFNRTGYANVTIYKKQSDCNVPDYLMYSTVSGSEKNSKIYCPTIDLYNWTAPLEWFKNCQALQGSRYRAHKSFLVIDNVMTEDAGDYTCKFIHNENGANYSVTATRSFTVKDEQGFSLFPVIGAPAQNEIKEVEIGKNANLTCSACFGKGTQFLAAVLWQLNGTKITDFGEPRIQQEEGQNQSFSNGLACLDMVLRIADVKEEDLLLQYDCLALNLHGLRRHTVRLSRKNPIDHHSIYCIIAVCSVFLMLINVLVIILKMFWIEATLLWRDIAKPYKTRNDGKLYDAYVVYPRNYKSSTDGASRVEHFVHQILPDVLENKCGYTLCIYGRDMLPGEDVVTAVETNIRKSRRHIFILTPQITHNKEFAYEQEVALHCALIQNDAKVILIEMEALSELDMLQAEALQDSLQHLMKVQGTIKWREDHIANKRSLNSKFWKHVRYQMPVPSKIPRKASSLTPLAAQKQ
* marks the source's active call; other numbers are inactive results; i = inactive; ? = inconclusive; ! = not active in a repeat. Some of the compounds tested; the hit share may differ from the screen's.

The first 3 records, ahead of the listing:
SMILES	ST2 inh
CN(C)CCN(C)[C@H]1[C@@H]2OC[C@@H](O2)[C@@H](NCc2ccc(OC(F)(F)F)cc2)[C@@H]1O	i
COc1cc2c(cc1OC)CN(Cc1ccc(Cl)c(Cl)c1)CC2	i
CC1(C)C(=O)C2(CCCCC2)C(=O)OC1c1ccccc1F (stereo not given)	i

Results, from the start:
SMILES	ST2 inh
CN(C)CCN(C)[C@H]1[C@@H]2OC[C@@H](O2)[C@@H](NCc2ccc(OC(F)(F)F)cc2)[C@@H]1O	i
COc1cc2c(cc1OC)CN(Cc1ccc(Cl)c(Cl)c1)CC2	i
CC1(C)C(=O)C2(CCCCC2)C(=O)OC1c1ccccc1F (stereo not given)	i
OCc1nc(-c2ccccc2)cs1	?
COc1cccc(OCCCCSc2ncccn2)c1	i
COC(=O)c1ccc(Cn2ccnc2-c2nccn2C(C)C)cc1	?
O=C(CCC(=O)N1CCCN(c2ncccn2)CC1)NC1CCCC1	i
O=[N+]([O-])c1ccc2oc(-c3ccc(F)cc3)nc2c1	?
Cc1ccc(C(=O)Nc2ccc3c(c2)OCO3)cc1	30%*!
COc1cccc(-c2nc3ccc(C(=O)NCCN4CCCC4=O)cc3o2)c1	i
COc1cc(NC(=O)c2ccc([N+](=O)[O-])c(C)c2)cc(OC)c1	?
CC1(C)CC(=O)C2=C(C1)OC1=C(C(=O)CC(C)(C)C1)C2c1ccc(OCc2ccccc2)cc1	i
O=C(Nc1ccc2nn(-c3ccccc3)nc2c1)c1ccc(Br)o1	i
CCOc1ccc2c(=O)c(-c3ccc(F)cc3)c(C)oc2c1	i
Clc1ccc(-n2ncnc2-c2ccc3c(c2)OCO3)cc1	?

Among those listed so far, 2 have sulfur:
SMILES	ST2 inh
OCc1nc(-c2ccccc2)cs1	?
COc1cccc(OCCCCSc2ncccn2)c1	i

Molecules listed so far that have a carbonyl joined to an NH by a bond outside any ring (five):
SMILES	ST2 inh
O=C(CCC(=O)N1CCCN(c2ncccn2)CC1)NC1CCCC1	i
Cc1ccc(C(=O)Nc2ccc3c(c2)OCO3)cc1	30%*!
COc1cccc(-c2nc3ccc(C(=O)NCCN4CCCC4=O)cc3o2)c1	i
COc1cc(NC(=O)c2ccc([N+](=O)[O-])c(C)c2)cc(OC)c1	?
O=C(Nc1ccc2nn(-c3ccccc3)nc2c1)c1ccc(Br)o1	i

(listing goes on)
SMILES	ST2 inh
O=C(COc1ccc(Br)cc1)N1CCCC1	i
Cc1ccc(-n2cc(C(=O)NCC(=O)O)c3ccccc3c2=O)cc1C	i
Cc1cc(C)n(-c2ccc(NC(=O)C3CCCCN3C(=O)c3cc(C)on3)cc2)n1 (stereo not given)	?
O=C(NCCCn1ccnc1)c1noc2c1CCCC2	i
Cc1ccc(N2CC(NC(=O)c3ccc(S(=O)(=O)N4CCOCC4)cc3)CC2=O)cc1C (stereo not given)	?
COc1cc2c(cc1OC)C(C(=O)N1CC(C)CC(C)C1)C(c1cccs1)N(C)C2=O (stereo not given)	i
CCC(Sc1nc2c(c(=O)n1-c1ccccc1)SCC2)C(=O)OC (stereo not given)	?
CC1(C)CC[C@]2(C(=O)O[C@@H]3O[C@H](CO)[C@@H](O)[C@H](O)[C@H]3O)CC[C@]3(C)C(=CCC4[C@@]5(C)CC[C@H](O[C@@H]6O[C@H](C(=O)O)[C@@H](O)[C@H](O)[C@H]6O)[C@@](C)(CO)C5CC[C@]43C)C2C1 (stereo not given in full)	i
COc1ccc2nc(Nc3nnc(-c4ccccc4OC)o3)sc2c1	i
O=C(CCCC/C=C/c1ccc2c(c1)OCO2)N1CCCCC1	i
COc1cccc(CN2CCCC(O)(CN3CCC(n4cnnc4)CC3)C2=O)c1 (stereo not given)	i
O=C(CCn1cncn1)Nc1ccccc1C(=O)n1cnc2ccccc21	?
Cc1nn(C)c(C)c1CN(C(=O)c1ccc(-n2cc(NC(=O)c3cccnc3)cn2)cc1)C1CC1	i
CCOC(=O)C1=C(N)OC2=C(C(=O)CC(c3ccccc3)C2)C1c1ccccc1C (stereo not given)	i
O=C(NCCCN1CCOCC1)C1CC(=O)N(CCc2ccccc2)C1 (stereo not given)	i
Cc1cc(NC(=O)Cn2cnc3c(cnn3-c3ccc(Cl)cc3)c2=O)no1	i
COc1ccc(Nc2ccccc2)c(C)c1	37%*
CCC(=O)N1c2ccc(S(=O)(=O)N(CCO)Cc3ccccc3)cc2CC1C (stereo not given)	i
CCOc1cc(C2NC(=O)NC(C)=C2C(=O)OC)ccc1OC(=O)C1CC1 (stereo not given)	?
CN(C(=O)CN1C(=O)c2ccccc2C1=O)C1CCCCC1	i
O=C(CCc1ccccc1)Nc1nnc(Cc2ccccc2F)s1	i
COc1ccc(-c2noc([C@@H]3C[C@H](NCc4cccc(C#N)c4)CN3C)n2)cc1	i
CN(C)c1cccc(C(=O)N2CCC(N3CCC(C(=O)NC4CC4)CC3)CC2)c1	?
CCCCNc1c2c3c(cccc3n(C)c1=O)C(=O)c1ccccc1-2	?
CC(C)CCNS(=O)(=O)c1cc(Br)cc2c1N(C(=O)C1CC1)CC2	?
O=C(CSc1nn2c(SCC(=O)c3cccs3)nnc2s1)c1cccs1	i
CS(=O)(=O)c1ccc(-c2nc3ccccc3n2CCO)cc1	?
O=C(c1ccc(N2CCSCC2)nc1)N1CCC(N2CCOCC2)CC1	i
COc1ccc(Br)cc1C1SCCN1C(=O)c1ccc([N+](=O)[O-])cc1 (stereo not given)	i
Cc1ccc(-n2nc(C)c([C@@H]3C=C[C@@H](NC(=O)c4cccs4)C3)c2C)cc1Cl	i

In the list so far, three contain a thiophene ring, fused or not.
SMILES	ST2 inh
COc1cc2c(cc1OC)C(C(=O)N1CC(C)CC(C)C1)C(c1cccs1)N(C)C2=O (stereo not given)	i
O=C(CSc1nn2c(SCC(=O)c3cccs3)nnc2s1)c1cccs1	i
Cc1ccc(-n2nc(C)c([C@@H]3C=C[C@@H](NC(=O)c4cccs4)C3)c2C)cc1Cl	i

(more compounds)
SMILES	ST2 inh
Cc1cc(N2CCOCC2)nc(N2CCN(S(=O)(=O)c3ccc4c(c3)Cc3ccccc3-4)CC2)n1	i
COc1ccccc1Oc1c(F)c(F)nc(N2CCCC2)c1F	i
O=C(O)CNc1ccccc1C(=O)N1CCC(O)(c2ccc(F)cc2)CC1	i
COc1ccccc1OCCSc1nc2ccccc2n1CCO	i
Cc1cc(N2CCOCC2)nc2ccc(NC(=O)CCC(=O)N3CCCC(C)C3)cc12 (stereo not given)	i
O=C(NCc1cc(-c2cccnc2)no1)c1cnn(Cc2ccccc2)c1	?
Cc1nc(C(C)NC(=O)Cn2c(C3CC3)nc3ccccc32)n[nH]1 (stereo not given)	?
CCN(CC)CCn1c(-c2ccccc2)cn2c3ccccc3nc12	i
Cn1c(=O)c2c(nc(Br)n2Cc2ccc(Cl)cc2)n(C)c1=O	i
CCn1cc(S(=O)(=O)CC(=O)Nc2cc(C)on2)c2ccccc21	i
O=c1[nH]nc(SCc2cc(Cl)ccc2Cl)c(=O)[nH]1	i
CCOc1ccc2c(C)c(Cc3ccccc3)c(=O)oc2c1	i
COC(=O)c1cccc(C(=O)N2CCCC(CCC(=O)N3CCN(C)CC3)C2)c1 (stereo not given)	i
O=[N+]([O-])c1cccc(-c2ccccc2)c1	?
CN1CCN(Cc2nc3c(c(=O)[nH]c(=O)n3C)n2CCc2ccccc2)CC1	i
COc1ccc(NC2CCCN(C(=O)Cc3sc(C)nc3C)C2)cc1OC (stereo not given)	i
COc1cc2c(cc1-c1coc3cc(O[C@@H]4O[C@H](CO)[C@@H](O)[C@H](O)[C@H]4O)ccc3c1=O)OCO2	i
CCc1nc([C@@H]2C[C@H](NC(=O)c3ccccc3)C[C@H](C(C)C)O2)c(C)[nH]1	?
O=C(NCCc1nc2cccnc2n1C1CCCCC1)Nc1ccc(F)cc1	?
CC(=O)N(C)CC1=CCCN(Cc2ccc(S(C)(=O)=O)cc2)C1	?
Cn1cc(CC(=O)NCCCN2CCOCC2)c2ccccc21	i
O=C(NCc1ccc(F)cc1)c1cc(-c2ccc(Cl)cc2)on1	i
O=C(Nc1c(C(=O)Nc2ccc(F)cc2)oc2ccccc12)c1ccccc1F	i
Cc1cc([N+](=O)[O-])nn1CCCC(=O)Nc1cc(Oc2ccc3c(c2)CCC3)cc([N+](=O)[O-])c1	?
COc1ccc(C)cc1NC(=O)CNC(=O)C1(C)CCCO1 (stereo not given)	?
COc1ccc(C2N(c3ccccn3)C(=O)C3CCCN32)c(OC)c1 (stereo not given)	i
COc1ccc(CNC(=O)C2CCCC2)cc1	i
Cc1ccc(C2NC(=O)NC3=C2C(=O)CC(C)(C)C3)cc1 (stereo not given)	?
Cc1cc2ccccc2n1CCNC(=O)COc1ccc(Cl)cc1Cl	i
CCc1ccc(NC(=O)CCCn2nc(C)c([N+](=O)[O-])c2C)cc1	?
COc1ccccc1NC(=O)CC1Sc2ccc(C(F)(F)F)cc2NC1=O (stereo not given)	i
COc1ccc(OC)c(NC(=O)CN(c2c(C)cccc2C)S(C)(=O)=O)c1	i
CCc1ccc(S(=O)(=O)N2CCSC2c2cccc(Cl)c2)cc1 (stereo not given)	i
CCN1C=C(c2ccc3ccccc3n2)C(C[N+](=O)[O-])c2ccccc21 (stereo not given)	?
CCCN(CCC)S(=O)(=O)c1ccc(C)c([N+](=O)[O-])c1	i
Nc1cccc(NC(=O)c2cccc(Cl)c2)c1	?
COc1ccc(CCNC(=O)CN2[C@@H]3CC[C@H]2CC(O)C3)cc1 (stereo not given in full)	?
Cc1ccc(C)c(C2=CSC3=NCCN23)c1	i
CC(C)=C1C2C=CC1C1C(=O)N(c3ccc(C)c(C)c3)C(=O)C21 (stereo not given)	i
CC(=O)Nc1ccc(C(=O)NC[C@@H]2C=C(C)[C@H](CC(=O)N3CCN(C(C)=O)CC3)C[C@H]2C(C)C)cc1	i
CCOC(=O)C1NN=C(C(=O)c2ccccc2)C1c1ccc(OC)cc1 (stereo not given)	i
CCOC(=O)N1CCN(C(=O)CC2(c3ccccc3)CC(=O)N(CC3CCCCC3)C2=O)CC1 (stereo not given)	i
O=C(CC[C@@H]1CNC(=O)[C@@H]2C[C@H](NC(=O)c3cccc(F)c3)CN12)NCc1cccnc1	?
CN(C)CC1(O)CCCN(C(=O)c2cnc(N3CCOCC3)nc2)C1 (stereo not given)	i
Cc1ccc(NC(=O)Cc2nn(C)c(=O)c3ccccc23)cc1	i
CCn1cc(S(=O)(=O)CC(=O)Nc2ccc(Br)cc2)c2ccccc21	i
COc1ccc(N2CCN(C(=O)c3cc4cc5ccc(Cl)cc5nc4o3)CC2)cc1	?
Cc1ccc(CNC(=O)c2c[nH]c3ccc(S(=O)(=O)Nc4ccc(C)cc4C)cc3c2=O)cc1	i
COc1ccc2cc(C(=O)Nc3ccccc3C)c(=O)oc2c1	?
c1ccc(-c2[nH]cnc2-c2cccc(-n3cccn3)c2)cc1	?
O=C(O)/C=C/c1cnc[nH]1	i
COc1cc2c(C(=O)NCc3ccco3)cn(C)c(=O)c2cc1OC	i
Cc1cccnc1Nc1nc(-c2ccc(O)cc2O)cs1	?
COc1cc(SC)ccc1C(=O)Nc1ccc(OCC(=O)N2CCOCC2)cc1	?
c1ccc(-c2ccc(NCc3cccnc3-n3ccnc3)nn2)cc1	?
COc1ccc(-n2nc3c(c2NC(=O)c2cc(Cl)cc(Cl)c2)CSC3)cc1	?
O=C(c1ccsc1)N1CC[C@@H](c2ccc3c(c2)OCO3)[C@H](O)C1	i
O=C(c1cnc2cccnn12)N1C[C@@H]2C[C@H](C1)[C@@H]1CCCC(=O)N1C2	i
COc1cccc(N2C(=O)Nc3ccccc3C2(O)C(=O)NCc2ccccc2Cl)c1 (stereo not given)	i
O=C(CN1CCN(Cc2ccccc2Cl)C1=O)N1CCC2(CC1)OCCO2	i

(further entries)
SMILES	ST2 inh
Cc1ccc(N=Cc2nc(-c3ccc(Cl)cc3)oc2O)c(C)c1	?
C=CCN(Cc1cccc(OCC)c1)C(=O)C1CCOCC1	?
Nc1cc(=O)[nH]c(SCC(=O)c2cccs2)n1	i
CCN1CC(CN(C)Cc2nc(-c3ccc(C(=O)OC)cc3)oc2C)CC1=O (stereo not given)	?
Fc1cccc(-c2nnc3n2N=C(c2ccc(Cl)s2)CS3)c1	30%*
Cc1cnc(C)c(-c2ccc(O)cc2)n1	?
Cc1cccc(C)c1NC(=O)c1cccc(NC(=O)C(C)n2cccc2)c1 (stereo not given)	?
NC(=Nc1nc2ccccc2o1)NC(=O)c1cc([N+](=O)[O-])ccc1N	i
COc1ccc(CNc2ccc3c(c2)ncn3C2CCCCC2)cc1	39%*
O=C(NCCCCc1ccccc1)c1ccc(Br)cc1	i
Cc1ccsc1[C@@H]1CCN(Cc2sc(N)nc2Cl)C[C@H]1O	i
COc1cccc(C2C(C(=O)Nc3ccc(Cl)cc3)=C(C)Nc3nc4ccccc4n32)c1 (stereo not given)	i
Cc1cc(N2CC(C)CC(C)C2)nc2ccc(NC(=O)CCC(=O)N3CCCC(C)C3)cc12 (stereo not given)	?
COc1ccccc1CNC(=O)Cc1ccccc1	i
Nc1cc(=O)[nH]c2nnc(SCc3ccc(Br)cc3)n12	i
Brc1ccc2nc(-c3ccco3)c(Nc3ccccc3)n2c1	?
Cc1nc(N2CCOCC2)nc(NCc2ccccc2)c1[N+](=O)[O-]	?
COc1ccc(CN2CCN(C(=O)C3CC(=O)N(C4CCCCCC4)C3)CC2)c(OC)c1OC (stereo not given)	i
CCN(CC)Cc1cnc2c(C(=O)Nc3c(C)cc(=O)[nH]c3C)cnn2c1	i
CC12CC(NC(=O)N1c1cccc(Cl)c1)c1cc(Br)ccc1O2 (stereo not given)	i
Cc1ccc(C)c(-n2cc(CN3CCN(c4ncccn4)CC3)c(-c3ccccc3)n2)c1	i
COC(=O)c1ccc(NS(=O)(=O)c2cc(Br)cc3c2N(C(=O)C2CC2)CC3)cc1	i
CC1CCCCN1C1CN(c2nc(-c3cccnc3)nc3c2cnn3C)C1 (stereo not given)	?
CS(=O)(=O)N1CCC(Oc2ccc(C(=O)N3CCCCO3)cc2Cl)CC1	i
